High-throughput results from PubChem BioAssay.
NSD2 inh: inhibitors of human NSD2 methyltransferase. O96028. NSD2-SET H3K36me1 DELFIA fluorescence, biochemical. inhibition, % at 12.5 µM. 44,000 compounds, 0.07% hits; in the data active means inhibition above about 54%, passing the limit was not always enough;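 further: inhibitors reduce the monomethyl H3K36 fluorescence signal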
Target sequence (O96028 whole entry, looked up): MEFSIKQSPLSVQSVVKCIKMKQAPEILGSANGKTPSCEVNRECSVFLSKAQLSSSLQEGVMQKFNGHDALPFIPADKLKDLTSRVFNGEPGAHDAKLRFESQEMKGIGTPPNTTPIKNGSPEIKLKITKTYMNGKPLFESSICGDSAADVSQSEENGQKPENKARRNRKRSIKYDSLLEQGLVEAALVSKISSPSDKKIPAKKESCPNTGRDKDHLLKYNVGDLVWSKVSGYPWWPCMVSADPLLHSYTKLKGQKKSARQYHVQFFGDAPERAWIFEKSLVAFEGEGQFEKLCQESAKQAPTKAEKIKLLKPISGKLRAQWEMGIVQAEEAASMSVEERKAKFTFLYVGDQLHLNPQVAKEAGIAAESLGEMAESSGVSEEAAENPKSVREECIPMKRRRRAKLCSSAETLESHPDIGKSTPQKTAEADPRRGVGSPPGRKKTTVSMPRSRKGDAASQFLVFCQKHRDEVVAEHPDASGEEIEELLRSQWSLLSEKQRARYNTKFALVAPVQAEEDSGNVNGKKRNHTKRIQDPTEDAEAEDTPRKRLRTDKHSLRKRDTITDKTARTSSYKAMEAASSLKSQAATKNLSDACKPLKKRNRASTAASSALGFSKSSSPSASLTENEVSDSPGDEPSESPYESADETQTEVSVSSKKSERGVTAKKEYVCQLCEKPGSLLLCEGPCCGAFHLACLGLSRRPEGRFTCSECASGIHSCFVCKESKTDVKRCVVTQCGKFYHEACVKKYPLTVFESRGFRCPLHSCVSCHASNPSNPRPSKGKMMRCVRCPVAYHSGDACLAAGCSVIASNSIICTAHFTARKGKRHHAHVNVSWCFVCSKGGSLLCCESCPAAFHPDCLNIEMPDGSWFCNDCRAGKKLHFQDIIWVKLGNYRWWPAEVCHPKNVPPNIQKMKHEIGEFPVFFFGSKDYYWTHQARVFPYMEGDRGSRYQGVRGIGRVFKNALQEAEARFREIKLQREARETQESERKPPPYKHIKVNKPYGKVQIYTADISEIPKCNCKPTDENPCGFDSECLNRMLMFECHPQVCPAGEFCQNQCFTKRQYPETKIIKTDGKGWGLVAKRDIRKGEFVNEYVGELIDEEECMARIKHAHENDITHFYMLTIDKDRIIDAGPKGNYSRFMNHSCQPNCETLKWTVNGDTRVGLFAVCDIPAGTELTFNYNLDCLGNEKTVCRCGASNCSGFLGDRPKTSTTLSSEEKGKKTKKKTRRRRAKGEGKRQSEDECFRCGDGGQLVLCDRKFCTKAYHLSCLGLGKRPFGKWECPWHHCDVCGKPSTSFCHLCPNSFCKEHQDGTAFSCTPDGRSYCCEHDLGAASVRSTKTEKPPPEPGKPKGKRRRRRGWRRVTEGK
An asterisk follows results filed as active. A portion of the library. The share of hits here may be higher or lower than overall.

SMILES	NSD2 inh
COc1ccc(NC(=O)N(C)C[C@@H]2Oc3c(NC(=O)C4CCOCC4)cccc3C(=O)N([C@@H](C)CO)C[C@@H]2C)cc1	2
COc1ccc(NC(=O)Nc2cccc3c2O[C@H](CN(C)S(=O)(=O)c2cn(C)cn2)[C@H](C)CN([C@H](C)CO)C3=O)cc1	4
CC(C)NC(=O)N(C)C[C@@H]1Oc2ccc(NC(=O)c3ccncc3)cc2C(=O)N([C@@H](C)CO)C[C@H]1C	0
COC(=O)C[C@H]1C=C[C@H](NC(=O)Nc2ccc(C(F)(F)F)cc2)[C@@H](CO)O1	-5
CC(C)NC(=O)N(C)C[C@H]1Oc2ccc(NC(=O)Nc3ccc(C(F)(F)F)cc3)cc2C(=O)N([C@@H](C)CO)C[C@@H]1C	-2
COc1ccc(NC(=O)Nc2ccc3c(c2)C(=O)N([C@H](C)CO)C[C@H](C)[C@@H](CN(C)S(=O)(=O)c2ccc(Cl)cc2)O3)cc1	1
C[C@@H]1CN([C@@H](C)CO)C(=O)c2cc(C3=CCCCC3)cnc2O[C@@H]1CN(C)C(=O)Cc1ccccc1	0
COc1ccc(S(=O)(=O)N(C)C[C@H]2Oc3ccc(NS(=O)(=O)c4ccc(F)cc4)cc3CC(=O)N([C@@H](C)CO)C[C@H]2C)cc1	-4
C[C@@H]1CN([C@H](C)CO)C(=O)c2cccc(NC(=O)NC3CCCCC3)c2O[C@@H]1CN(C)S(=O)(=O)c1cccs1	-4
C[C@H](CO)N1C[C@H](C)[C@@H](CN(C)C(=O)NC2CCCCC2)Oc2ccc(NC(=O)C3CCCCC3)cc2CC1=O	9
COc1ccc(NC(=O)N(C)C[C@@H]2Oc3ccc(NC(=O)NC4CCCCC4)cc3C(=O)N([C@@H](C)CO)C[C@@H]2C)cc1	0
COc1ccc(NC(=O)N(C)C[C@H]2OCCCC[C@H](C)Oc3ccc(NC(=O)c4ccccc4)cc3C(=O)N([C@H](C)CO)C[C@H]2C)cc1	-3
CCCC#Cc1ccc2c(c1)O[C@H](CN(C)C(=O)c1ccccc1)[C@H](C)CN([C@H](C)CO)S2(=O)=O	-123
COc1ccc(NC(=O)Nc2ccc3c(c2)C(=O)N([C@@H](C)CO)C[C@@H](C)[C@H](CN(C)S(C)(=O)=O)O3)cc1	-1
CCCN(C)C[C@H]1Oc2cc(C3=CCCCC3)ccc2S(=O)(=O)N([C@@H](C)CO)C[C@H]1C	-1
COc1ccc(NC(=O)N(C)C[C@@H]2Oc3cc(-c4ccc(C)cc4)ccc3S(=O)(=O)N([C@H](C)CO)C[C@@H]2C)cc1	-4
CC(=O)N(C)C[C@H]1Oc2ncc(C#Cc3cccc(F)c3)cc2C(=O)N([C@H](C)CO)C[C@H]1C	7
COc1ccc(S(=O)(=O)Nc2ccc3c(c2)C(=O)N([C@@H](C)CO)C[C@@H](C)[C@@H](CN(C)C(=O)NC2CCCCC2)O3)cc1	1
C[C@H]1CN([C@@H](C)CO)C(=O)Cc2cc(NC(=O)CCC(F)(F)F)ccc2O[C@H]1CN(C)Cc1ccc(C(=O)Nc2ccccc2N)cc1	-3
C[C@@H]1CN([C@H](C)CO)C(=O)c2cccc(NC(=O)Nc3ccccc3)c2O[C@H]1CN(C)S(=O)(=O)c1ccccc1	4
C[C@@H]1CCCCO[C@H](CN(C)Cc2ccc(C(F)(F)F)cc2)[C@H](C)CN([C@H](C)CO)C(=O)c2cc(NC(=O)Nc3ccccc3)ccc2O1	3
C/C=C/C=C/C(=O)c1cc(C)c(O)c(C)c1O	-3
COCC#Cc1cnc2c(c1)C(=O)N([C@@H](C)CO)C[C@H](C)[C@H](CN(C)C(=O)c1cnccn1)O2	-1
C/C=C/c1ccc2c(c1)O[C@H](CN(C)C(=O)COC)[C@H](C)CN([C@H](C)CO)S2(=O)=O	0
C[C@@H]1CN([C@@H](C)CO)C(=O)Cc2cc(NC(=O)Nc3ccc(C(F)(F)F)cc3)ccc2O[C@H]1CN(C)Cc1ccc2c(c1)OCO2	2

(listing goes on)
SMILES	NSD2 inh
Cc1noc(C)c1S(=O)(=O)Nc1ccc2c(c1)C(=O)N([C@H](C)CO)C[C@@H](C)[C@@H](CN(C)Cc1ccc(C(=O)Nc3ccccc3N)cc1)O2	-2
C[C@H]1CN([C@@H](C)CO)C(=O)c2cccc(N(C)C)c2O[C@H]1CN(C)Cc1ccncc1	4
Cn1ncc(C(=O)Sc2ccc(Cl)cc2)c1-n1cccc1	-4
CO[C@@H](CN(C)C(=O)c1ccccc1F)[C@@H](C)CN([C@H](C)CO)S(=O)(=O)c1ccc(Cl)cc1	5
C[C@H](CO)N1C[C@H](C)[C@@H](CN(C)Cc2ccc(C(=O)O)cc2)OCc2cnnn2CCCC1=O	5
COC(=O)C(CC#Cc1ccc2c(c1)[C@]1(C(=O)N2)[C@H](C(=O)N2CCN(c3ncccn3)CC2)[C@H]2C(=O)O[C@H](c3ccccc3)[C@H](c3ccccc3)N2[C@@H]1c1ccc(OCCO)cc1)C(=O)OC	4
C[C@H]1CN([C@@H](C)CO)C(=O)c2cc(C#CCN(C)C)cnc2O[C@H]1CN(C)C(=O)Cc1cccnc1	-3
CC(=O)N(C)C[C@@H]1Oc2cc(C#Cc3ccccn3)ccc2S(=O)(=O)N([C@@H](C)CO)C[C@@H]1C	-194
C[C@H]1CN([C@@H](C)CO)S(=O)(=O)c2ccc(-c3ccccc3)cc2O[C@H]1CN(C)CC1CC1	1
CO[C@H]1O[C@H](CO)[C@@H](OC(=O)Nc2ccc3c(c2)OCO3)[C@H](OC(=O)Nc2ccccc2)[C@H]1OC(=O)Nc1ccccc1	-6
COc1ccc(CCC(=O)O)c(O)c1	9
O=C(O)CCC1OC(=O)C(=O)C1c1ccccc1 (stereo not drawn)	1
CO[C@H](CN(C)C(=O)C1CCOCC1)[C@H](C)CN(C(=O)Nc1ccc(C(F)(F)F)cc1)[C@@H](C)CO	-61
O=C(CCCCC(=O)N/N=C/c1ccc(I)cc1)NO	7
Cc1noc(C)c1S(=O)(=O)Nc1ccc2c(c1)C(=O)N([C@@H](C)CO)C[C@@H](C)[C@H](CN(C)S(=O)(=O)c1cccs1)O2	8
C[C@@H]1CN([C@@H](C)CO)C(=O)c2cc(NC(=O)CCC(F)(F)F)ccc2O[C@@H](C)CCCCO[C@@H]1CN(C)C(=O)C1CCCCC1	2
Cc1noc(C)c1NC(=O)N(C)C[C@@H]1OCCCC[C@H](C)Oc2ccc(NC(=O)Nc3cccc4ccccc34)cc2C(=O)N([C@@H](C)CO)C[C@H]1C	-2
C[C@@H]1CN([C@@H](C)CO)C(=O)c2cc(NC(=O)NC3CCCCC3)ccc2O[C@@H](C)CCCCO[C@@H]1CN(C)S(=O)(=O)c1cccs1	0
Cc1noc(C)c1NC(=O)Nc1ccc2c(c1)C(=O)N([C@@H](C)CO)C[C@H](C)[C@@H](CN(C)C(=O)Nc1ccc(F)cc1)OCCCC[C@@H](C)O2	-4
Cc1nc(-c2ccccn2)nc(SCC(=O)c2ccc(F)cc2)c1Cl	-4
CC(=O)N(C)C[C@@H]1Oc2ncc(C#Cc3ccc(F)cc3)cc2C(=O)N([C@@H](C)CO)C[C@H]1C	-4
C[C@H](CO)N1C[C@H](C)[C@H](CN(C)Cc2ccc(Cl)c(Cl)c2)OCCCC[C@H](C)Oc2ccc(NS(C)(=O)=O)cc2C1=O	-2
CCCNC(=O)COc1ccc(C=O)cc1	-2
O=C(C[C@H]1C[C@@H]2c3cc(NC(=O)CC4CC4)ccc3O[C@@H]2[C@@H](CO)O1)NCc1ccccc1F	-236
C[C@@H]1CN([C@H](C)CO)C(=O)c2cc(NS(C)(=O)=O)ccc2O[C@@H]1CN(C)S(=O)(=O)c1cccs1	2

In the list so far, five have a Cl atom.
SMILES	NSD2 inh
COc1ccc(NC(=O)Nc2ccc3c(c2)C(=O)N([C@H](C)CO)C[C@H](C)[C@@H](CN(C)S(=O)(=O)c2ccc(Cl)cc2)O3)cc1	1
Cn1ncc(C(=O)Sc2ccc(Cl)cc2)c1-n1cccc1	-4
CO[C@@H](CN(C)C(=O)c1ccccc1F)[C@@H](C)CN([C@H](C)CO)S(=O)(=O)c1ccc(Cl)cc1	5
Cc1nc(-c2ccccn2)nc(SCC(=O)c2ccc(F)cc2)c1Cl	-4
C[C@H](CO)N1C[C@H](C)[C@H](CN(C)Cc2ccc(Cl)c(Cl)c2)OCCCC[C@H](C)Oc2ccc(NS(C)(=O)=O)cc2C1=O	-2

(next part)
SMILES	NSD2 inh
Cc1noc(C)c1S(=O)(=O)Nc1ccc2c(c1)C(=O)N([C@H](C)CO)C[C@@H](C)[C@H](CN(C)S(=O)(=O)c1ccc(F)cc1)OCCCC[C@@H](C)O2	-3
O=S(=O)(Cc1noc(-c2ccc(OC(F)(F)F)cc2)n1)Cc1ccco1	-1
C=CCSCC1Nc2cc(Cl)c(S(N)(=O)=O)cc2S(=O)(=O)N1 (stereo not drawn)	-6
C[C@H](CO)N1C[C@H](C)[C@@H](CN(C)C(=O)Nc2ccc3c(c2)OCO3)Oc2ncc(-c3cccnc3)cc2C1=O	0
CO[C@H](CN(C)C(=O)C1CCOCC1)[C@H](C)CN([C@@H](C)CO)S(=O)(=O)c1ccccc1	-4
C[C@H]1CCCCO[C@@H](CN(C)Cc2ccc(C(F)(F)F)cc2)[C@@H](C)CN([C@@H](C)CO)C(=O)c2cc(NS(=O)(=O)c3cn(C)cn3)ccc2O1	1
O=C(NCCN1CCOCC1)[C@@]1(CCS(=O)(=O)c2ccccc2)N=C(c2ccc(OCCCO)cc2)O[C@H]1c1ccccc1	-8
C[C@H](CO)N1C[C@H](C)[C@H](CN(C)Cc2ccccc2)Oc2cc(C#CC(C)(C)O)ccc2S1(=O)=O	0
C[C@@H]1CN([C@@H](C)CO)C(=O)Cc2cc(NS(=O)(=O)c3ccc(Cl)cc3)ccc2O[C@@H]1CN(C)Cc1ccccc1	-6
C[C@@H]1CN([C@H](C)CO)C(=O)Cc2cc(NS(=O)(=O)c3cccs3)ccc2O[C@H]1CN(C)Cc1ccncc1	1
Cc1noc(C)c1S(=O)(=O)N(C)C[C@H]1OCCCC[C@@H](C)Oc2ccc(NC(=O)Nc3ccc(C(F)(F)F)cc3)cc2C(=O)N([C@H](C)CO)C[C@@H]1C	1
C#CCNC(=O)C1=C[C@@H](c2ccc(C(F)(F)F)cc2)C[C@@H](OCc2ccc(CO)cc2)O1	-3
C[C@@H]1CCCCO[C@H](CN(C)Cc2ccc(C(F)(F)F)cc2)[C@@H](C)CN([C@@H](C)CO)C(=O)c2cc(N(C)C)ccc2O1	0
C[C@@H]1CN([C@@H](C)CO)C(=O)c2cc(C#CCC3CCCC3)cnc2O[C@H]1CN(C)C(=O)CN(C)C	3
COc1ccc(C(=O)On2c(-c3ccccc3)cc3ccccc32)cc1	1
O=C(CCCCCC(=O)N/N=C/c1ccoc1)NO	-4
C[C@@H]1CCCCO[C@H](CN(C)Cc2ccc(C(F)(F)F)cc2)[C@H](C)CN([C@@H](C)CO)C(=O)c2cc(NC(=O)Nc3ccc4c(c3)OCO4)ccc2O1	2
C[C@@H]1CN([C@@H](C)CO)S(=O)(=O)c2ccc(-c3ccccc3)cc2O[C@H]1CN(C)S(C)(=O)=O	-3
O=C(C1=C[C@H](c2ccc(Br)cc2)C[C@H](OCc2ccc(CO)cc2)O1)N1CCCC1	-2
C[C@@H]1CN([C@@H](C)CO)C(=O)Cc2cc(NC(=O)CCCCCC(=O)Nc3ccccc3N)ccc2O[C@@H]1CN(C)Cc1ccc(C(F)(F)F)cc1	-13
Cc1noc(C)c1NC(=O)Nc1ccc2c(c1)CC(=O)N([C@@H](C)CO)C[C@H](C)[C@H](CN(C)C(=O)Nc1ccccc1)O2	-5
Cc1noc(C)c1NC(=O)N(C)C[C@H]1Oc2c(NS(=O)(=O)c3cccs3)cccc2C(=O)N([C@@H](C)CO)C[C@H]1C	-4
C[C@@H]1CN([C@@H](C)CO)C(=O)Cc2cc(NC(=O)Nc3cccc4ccccc34)ccc2O[C@H]1CN(C)Cc1ccc2c(c1)OCO2	5
COc1cccc(S(=O)(=O)N(C)C[C@@H]2Oc3cc(C4=CCCCC4)ccc3S(=O)(=O)N([C@@H](C)CO)C[C@H]2C)c1	-5
COC(=O)c1cc(=O)n2ccccc2c1C#N	3

Remaining list, next part:
SMILES	NSD2 inh
C[C@@H]1CN([C@@H](C)CO)C(=O)c2cccc(NC(=O)Nc3ccccc3)c2O[C@@H]1CN(C)S(C)(=O)=O	3
O=C(C[C@@H]1C[C@@H]2c3cc(NS(=O)(=O)c4ccc(F)cc4)ccc3O[C@@H]2[C@@H](CO)O1)NCc1ccc(Cl)cc1	1
C[C@@H]1CN([C@@H](C)CO)C(=O)c2cc(NC(=O)Cn3cnnn3)ccc2O[C@H]1CN(C)C(=O)Nc1cccc2ccccc12	3
CCCNC(=O)N(C)C[C@H]1Oc2ncc(/C=C/c3ccccc3)cc2C(=O)N([C@H](C)CO)C[C@H]1C	0
C[C@@H]1CN([C@@H](C)CO)C(=O)c2cc(-c3ccc(C#N)cc3)cnc2O[C@H]1CN(C)CC1CCOCC1	3
CCCN(C)C[C@@H]1OCCCC[C@@H](C)Oc2ccc(NC(=O)NC(C)C)cc2C(=O)N([C@H](C)CO)C[C@@H]1C	3
CC(C)NC(=O)N(C)C[C@@H]1Oc2ncc(C#CCc3ccccc3)cc2C(=O)N([C@H](C)CO)C[C@H]1C	0
C[C@@H]1CN([C@H](C)CO)C(=O)c2cccc(NC(=O)C3CCOCC3)c2O[C@H]1CN(C)Cc1ccc(Oc2ccccc2)cc1	-2

Part of the list above in a different format:
canonical_smiles | NSD2 inh
C[C@@H]1CN([C@@H](C)CO)C(=O)c2cc(NC(=O)Cn3cnnn3)ccc2O[C@H]1CN(C)C(=O)Nc1cccc2ccccc12 | 3
CCCNC(=O)N(C)C[C@H]1Oc2ncc(/C=C/c3ccccc3)cc2C(=O)N([C@H](C)CO)C[C@H]1C | 0
C[C@@H]1CN([C@@H](C)CO)C(=O)c2cc(-c3ccc(C#N)cc3)cnc2O[C@H]1CN(C)CC1CCOCC1 | 3
